D2 potentiator: positive allosteric modulators of human D2 dopamine receptor; HEK293 T-REx D2, calcium flux, EC20 dopamine potentiation; potentiation, % at 10 µM; hit rate 0.34% among 340,000; AID 485347;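 active = potentiation over 3 SD above the plate norm, cut at about 30% in these data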; note: 0% is about no effect
Target sequence (P14416 whole entry, looked up): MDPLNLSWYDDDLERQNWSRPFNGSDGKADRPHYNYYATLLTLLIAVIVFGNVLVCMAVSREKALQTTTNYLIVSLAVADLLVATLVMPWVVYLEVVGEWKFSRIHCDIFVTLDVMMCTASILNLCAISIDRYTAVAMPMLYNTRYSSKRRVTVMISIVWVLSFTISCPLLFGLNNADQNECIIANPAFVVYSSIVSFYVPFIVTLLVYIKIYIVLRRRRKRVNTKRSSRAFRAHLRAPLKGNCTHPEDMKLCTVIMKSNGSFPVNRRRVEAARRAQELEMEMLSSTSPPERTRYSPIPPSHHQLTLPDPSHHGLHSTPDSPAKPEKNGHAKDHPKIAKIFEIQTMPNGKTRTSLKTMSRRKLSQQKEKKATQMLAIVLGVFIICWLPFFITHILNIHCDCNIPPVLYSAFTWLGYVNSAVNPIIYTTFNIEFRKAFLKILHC
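Tetracycline-induced HEK293 T-REx cells force-coupled to calcium signalling expressed D2; compounds were pin-added after a 10 s baseline, read kinetically 180 s, then an EC20 dopamine challenge followed with a further 180 s calcium read.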
RXFP1 antag: antagonists of human relaxin receptor RXFP1 | activity change, negative = inhibition, % at 57.5 µM | hit rate 0.59% among 350,000 | HEK293-RXFP1, relaxin-stimulated cAMP HTRF, 30 min; hits give low values | Q9HBX9;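 active = activity change of -60% or lower, but not beyond a set lower limit; inconclusive = change between -60% and -40%, or beyond the set limit; inactive = change above -40%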; note: % is set by controls: 0 for no effect and ±100 for the full control effect
D1 agonist: activates the human D1 dopamine receptor | hit rate 1% among 360,000 | HEK293 T-REx D1 cells, calcium flux, agonist mode | activation, % at 2 µM; in the data active = activation above about 30%; note: 0% is about no effect
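Tetracycline-induced HEK293 TREx D1 cells, force-coupled to calcium signalling, were dye-loaded with a no-wash calcium kit. Compound was pin-added after a 10 s baseline. Fluorescence was read kinetically at 1 cycle/s for 180 s, with calcium rises flagged as agonism.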
RXFP1 agonist: RXFP1 (human) receptor agonism | HEK293T-RXFP1 cAMP TR-FRET, 30 min; response scale: percent of porcine relaxin response, buffer zero | Potency, µM (series often up to 57.5 µM), inactives show at the top dose activation, most hits filed as activators | hit rate 0.3% among 370,000 | AID 2676; note: potency is the fitted concentration of half-maximal effect; % is set by controls: 0 for no effect and ±100 for the full control effect; nearly all actives have a fitted effect of over 60% in size; many of its hits are not listed in these tables
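cAMP rise read by TR-FRET after 30 min, 37C compound exposure (up to 58 uM) in RXFP1-transfected HEK293 cells with Ro 20174 present. EC50 from Hill-equation fits, with 29 nM porcine relaxin as 100% and buffer as basal.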
TRHR PAM: allosteric enhancers of human TRH receptor; hit rate 0.66% among 360,000; TRHR cells, fluo-8 calcium fluorescence, EC20 TRH enhancement; P34981; AID 493056; enhancement, % at 2 µM; in the data active = enhancement above about 30%; note: 0% is about no effect
Target sequence (P34981 whole entry, looked up): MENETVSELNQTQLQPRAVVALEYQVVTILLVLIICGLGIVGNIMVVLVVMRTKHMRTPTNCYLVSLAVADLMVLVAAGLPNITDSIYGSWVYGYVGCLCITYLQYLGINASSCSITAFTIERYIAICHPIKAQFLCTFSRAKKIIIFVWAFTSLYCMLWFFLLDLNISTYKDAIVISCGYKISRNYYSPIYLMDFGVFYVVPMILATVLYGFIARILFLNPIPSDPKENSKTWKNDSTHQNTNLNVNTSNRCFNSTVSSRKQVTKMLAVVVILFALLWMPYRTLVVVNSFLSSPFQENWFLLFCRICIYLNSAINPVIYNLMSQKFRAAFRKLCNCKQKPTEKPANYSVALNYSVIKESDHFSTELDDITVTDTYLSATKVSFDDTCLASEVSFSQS
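Enhancer read-out: after compound pinning and an initial kinetic agonist-mode read, an EC20 of TRH (10 nM final) was injected and fluo-8 calcium signal (Ex 480/Em 530) followed at 1 s/cycle for 100 cycles in TRHR-expressing cells.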
Apoferritin bind: binds horse apoferritin like a general anesthetic; hit rate 0.074% among 350,000; apoferritin/1-aminoanthracene competitive binding, fluorescence; P02791; AID 485281; Potency, µM (top dose mostly 77.5 µM), without a hit: at the highest dose activity change, negative = displacement, actives largely listed as inhibitors; note: potency is the fitted concentration of half-maximal effect; % is set by controls: 0 for no effect and ±100 for the full control effect; nearly all actives have a fitted effect of over 20% in size
Target sequence (P02791 2-175 limits assumed): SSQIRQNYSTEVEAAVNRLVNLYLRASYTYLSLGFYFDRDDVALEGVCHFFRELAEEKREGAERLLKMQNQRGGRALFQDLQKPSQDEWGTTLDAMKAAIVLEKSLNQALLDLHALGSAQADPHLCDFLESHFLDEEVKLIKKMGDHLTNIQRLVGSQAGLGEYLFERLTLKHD
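Read-out: endpoint 1-AMA fluorescence, excitation 380 nm and emission 535 nm, after compounds sit 10 min at room temperature with 10 uM horse-spleen apoferritin in 50% saturated 1-AMA/PBS. Values come from four-parameter Hill fits.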
D1 antagonist: blocks dopamine activation of the human D1 receptor; P21728; hit rate 3.2% among 360,000; activity change, negative = inhibition, % at 10 µM; AID 504652; HEK293 TREx D1 cells, calcium flux, dopamine EC80; hits give low values; in the data active = activity change below about -30%; note: % is set by controls: 0 for no effect and ±100 for the full control effect
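Cells carrying a force-coupled, tetracycline-inducible human D1 receptor report calcium flux. Each well gets a 10 s baseline, compound with 180 s monitoring, then an EC80 dopamine stimulus with a second 180 s kinetic read.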
TRHR agonist: TRH receptor (human) agonism. TRHR cells, calcium flux fluo-8, FDSS agonist mode. activation, % at 2 µM. hit rate 0.18% among 360,000; in the data active = activation above about 30%; note: 0% is about no effect
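Fluo-8-loaded TRHR cells; 10 s baseline, compound added, kinetic Ca2+ fluorescence read 1/s, agonist mode.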
D1 potentiator: enhances dopamine response at the human D1 receptor; P21728; HEK293 TREx D1 cells, calcium flux, dopamine EC20 potentiation; potentiation, % at 10 µM; hit rate 0.036% among 360,000; AID 504651; in the data active = potentiation above about 30%; note: 0% is about no effect
An asterisk follows results filed as active; ? = inconclusive; . = not tested or not shown; & = joins results of further samples; [ ] = remark or other dose. Unless noted, calls come from the whole dose curve; as a rule, active = well fitted curve in the direction sought with a large enough effect; inconclusive = small, poorly fitted or top-dose-only effect, or another doubt; inactive = no such curve, though single readings can be large; an effect the other way counts as inactive or inconclusive. This is a subset; count on the stated rates, not on these rows.

SMILES	D2 potentiator	RXFP1 antag	D1 agonist	RXFP1 agonist	TRHR PAM	Apoferritin bind	D1 antagonist	TRHR agonist	D1 potentiator
NNC(=O)c1nn(-c2ccccc2)cc1O	5	.	0	-0.6%	0	-15%	3	0.1	0
CCOC(=O)c1c(C)[nH]c(=S)c(C#N)c1-c1ccc(Cl)cc1	-16	-4	2	2.9%	7	-3%	6	0.0	-4
CCCCOc1ccc(OCCNS(=O)(=O)N(C)C)cc1	-9	-20	8	3.1%	-6	?	-22	0.0	-8
Cc1ccsc1/C=N/NC(=O)Cc1cc(=O)[nH][nH]1	.	0	0	-0.4%	2	-1%	-9	0.5	0
O=C(Nc1ccccc1)OCc1cc(-c2ccc(Cl)cc2)on1	.	.	5	2.2%	0	-15%	-32*	0.9	-9
C/C(=N\NC(=O)c1cccnc1)c1cccc([N+](=O)[O-])c1	-1	11	2	6.9%	2	-4%	-1	-0.3	2
Cc1nn(-c2ccccc2)c(OC(=O)c2ccc(Cl)cc2)c1S(=O)(=O)c1ccccc1	0	.	3	3.7%	-3	-8%	0	0.6	-1
Cc1ccc(C(=O)N2CCCC(CCC(=O)N3CCN(c4ccccn4)CC3)C2)cc1 (stereo not given)	5	-3	8	2.3%	5	-4%	-16	-0.5	0
COc1ccc(-c2noc(CSc3nnc(C)n3-c3ccc(OC)cc3)n2)cc1	-1	.	5	0.1%	-4	-13%	-7	0.1	-1
CCCCn1nc2cc(C(=O)NCC34CC5CC(CC(C5)C3)C4)ccc2c1OCC	12	.	4	3.1%	-6	-21%	5	-0.5	-2
Cc1cc(C)nc(SCC(=O)Nc2ncc3c(n2)CCCC3=O)n1	0	-2	2	0.0%	9	-1%	3	1.6	-2
COC(=O)[C@H](CCSC)NC(=O)c1cc2c(cn1)[nH]c1ccccc12	-7	-15	1	1.9%	14	1%	8	0.2	-5
COc1ccc2cc3cc(C(=O)N4CCCCCC4)oc3nc2c1	4	4	-1	-2.3%	-3	-2%	14	0.1	1
CCOc1cc(C2NC(=O)NC(C)=C2C(=O)OCc2ccccc2)ccc1O (stereo not given)	6	-8	4	8.8%	4	-21%	-4	1.3	-6
Cc1ccc(NC(=O)CS(=O)CC(=O)Nc2cnc3ccccc3c2)cc1Cl (stereo not given)	-10	-16	9	-0.5%	9	5%	-27	-0.9	.

Already shown: an excerpt of the list.
SMILES	D2 potentiator	RXFP1 antag	D1 agonist	RXFP1 agonist	TRHR PAM	Apoferritin bind	D1 antagonist	TRHR agonist	D1 potentiator
NNC(=O)c1nn(-c2ccccc2)cc1O	5	.	0	-0.6%	0	-15%	3	0.1	0
CCOC(=O)c1c(C)[nH]c(=S)c(C#N)c1-c1ccc(Cl)cc1	-16	-4	2	2.9%	7	-3%	6	0.0	-4
CCCCOc1ccc(OCCNS(=O)(=O)N(C)C)cc1	-9	-20	8	3.1%	-6	?	-22	0.0	-8

Later entries
SMILES	D2 potentiator	RXFP1 antag	D1 agonist	RXFP1 agonist	TRHR PAM	Apoferritin bind	D1 antagonist	TRHR agonist	D1 potentiator
CCc1nnc(NC(=O)c2nc(S(=O)(=O)Cc3cccc(C)c3)ncc2Cl)s1	11&6	-34&-21	9&-1	-4.0%&-0.3%	-1&-4	4%&-5%	10&-5	-0.3&0.0	2&2
CCN(C(=O)CSc1nnc(-c2ccncc2)o1)c1ccccc1	-8	12	3	0.1%	-6	-6%	-3	0.1	-3
O=C(COC(=O)C1=COCCO1)Nc1ncc(C(F)(F)F)cc1Cl	-5	1	2	1.0%	1	-21%	3	1.3	-3
COc1ccc(CCNC(=O)Cn2c(=O)[nH]c3ccsc3c2=O)cc1OC	0	0	0	-2.1%	3	3%	-1	-0.5	-3
Cc1cc(C)c(NC(=O)c2cc(S(=O)(=O)NCCC3=CCCCC3)ccc2F)c(C)c1	-20	-1	-3	-1.9%	-7	-4%	8	-0.4	1
CCCCNC(=S)NNC(=O)c1cc(-c2ccncc2)nc2ccccc12	-5	-20	0	0.7%	2	-15%	-1	0.1	-7
O=C(NCCN1CCOCC1)c1cnn2c1NC(c1cccs1)CC2C(F)(F)F (stereo not given)	6	-22	0	4.8%	-3	-7%	-3	-0.2	-4
N#C/C(=C\c1ccc[nH]1)C(=O)NCC1CCCO1 (stereo not given)	.	14	2	-0.2%	3	-20%	1	-0.1	-1
C/C(=N/NC(=O)c1cc(-c2ccc(Cl)s2)[nH]n1)c1ccco1	-20	-7	0	-2.1%	-3	-14%	-14	0.2	-2
Cc1nc(C#N)c(NCc2ccc3c(c2)OCO3)o1	-6	1	5	2.3%	-3	?	-8	-0.1	-6
O=C(COC(=O)C1CCC(=O)N1)Nc1ccccc1Br (stereo not given)	12	5	1	1.3%	-1	-16%	-14	0.7	0
CCn1c(=O)c2cc(C(=O)NCCC(C)C)sc2c2ccccc21	-20	-19	2	-1.0%	-2	0%	-24	1.0	-5
COc1ccccc1CNC(=O)CN1C(=O)NC2(CCCc3ccccc32)C1=O (stereo not given)	6	-9	2	2.5%	-6	.	-38*	0.3	-11
CCOc1ccc(CCNC(=O)CCC(=O)N2CCOc3ccccc32)cc1OCC	-17	5	0	0.4%	5	-15%	17	-0.5	-4
CCOc1ccccc1NC(=O)Cn1c(C)cc(COC)c(C#N)c1=O	8	-14	2	2.0%	-3	-15%	-2	0.5	-7
COc1ccc(N/C=C/C(=O)c2ccc(OC)c(OC)c2)cc1	-4	-12	2	-1.7%	2	2%	-28	0.9	2
COc1ccccc1N1CCN(C(=O)c2cc(-c3ccc(F)cc3)on2)CC1	-4	1	3&-2	0.1%&6.9%	4&3	-6%&0%	2&-5	0.2&-0.2	1&0
CCCN(CC(=O)Nc1ccccc1C)C(=O)c1ccc2ccccc2n1	7	-28	3	0.5%	1	.	-18	-0.7	-6
COC1=C(C)C(O)=C(C(=O)/C=C/c2ccccc2)C(=O)C1(C)C	10	.	3	0.0%	2	2%	33	-0.8	2
CC(C)(C)OC(=O)n1cc(/C=N/NC(=O)c2ccco2)c2ccccc21	14	-4	3	-2.8%	31*	-21%	-5	-0.7	-2
O=C(O)CSc1cc(C(=O)c2ccccc2O)cn2c(=O)c3c(-c4ccccc4)csc3nc12	0	-14	4	2.3%	24	-21%	-6	-0.9	-4
COc1ccc(OC)c(NC(=O)CSc2nnc(CNC(=O)c3ccco3)o2)c1	-4	-5	2	-1.8%	0	-3%	22	0.1	4
COc1ccc(/C=N/NC(=O)c2ccccc2F)cc1CN1CCN(c2ccc(F)cc2)CC1	-27	-14	2	3.6%	-7	-13%	-11	-0.3	-8
Cn1c(Cc2ccccc2)[n+](C)c2ccccc21	1	-2	-1	1.1%	-1	-1%	-11	0.3	-6
O=C(CN1C(=O)S/C(=C\c2ccc(-c3cc(C(=O)O)ccc3Cl)o2)C1=O)Nc1ccc2c(c1)OCO2	-6	.	8	0.3%	0	-2%	-13	2.7	-2
C[n+]1ccccc1/C=C1\Sc2ccccc2N1CCO	0	-13	4	3.4%	-5	-12%	5	1.3	-9
COc1ccc(NC(=O)Cc2c(Sc3ccccc3)c3ccccc3n2C)cc1	11	16	3	2.2%	-9	37%[activator]	1	0.5	-6
CC(C)(C)NS(=O)(=O)c1ccc(NS(C)(=O)=O)cc1	-13	25	9	0.8%	2	-16%	-2	-1.6	2
CCOc1cc(CNCCO)ccc1OCC(=O)NC(C)(C)C	2	1	2	-0.3%	-3	-6%	-6	0.8	2
CN(CC(=O)Nc1ccc(F)cc1)C(=O)COC(=O)Cc1c(F)cccc1Cl	13	16	6	1.2%	8	.	18	1.4	1
O=C(O)c1cc(O)c2c(c1)[C@@H]([C@H]1c3cc(C(=O)O)cc(O)c3C(=O)c3c(O[C@@H]4O[C@H](CO)[C@@H](O)[C@H](O)[C@H]4O)cccc31)c1cccc(OC3O[C@H](CO)[C@@H](O)[C@H](O)[C@H]3O)c1C2=O (stereo not given in full)	4	.	-2	-2.6%	9	.	-17	-0.4	-2
CCOC(=O)CCn1nc(-c2ccccc2)cc1N	-2	-4	4	0.5%	5	-7%	-14	0.0	-10
Cc1cc(C)nc(NS(=O)(=O)c2ccc(NC(=O)COc3ccccc3)cc2)n1	8	-34	1	3.0%	9	-10%	-18	-0.3	-7
Cc1ccc(CNC(=O)CCc2c(C)nc3nc(C)nn3c2C)cc1	.	.	0	-1.5%	14	-2%	-10	-0.6	-2
COc1cccc(N2CCN(C(=O)c3oc4ccccc4c3NC(=O)CCc3cc(OC)no3)CC2)c1	-2	-6	1	-0.6%	-3	-9%	-6	-1.2	2
Cc1scc(C(=O)NNC(=S)NCC(C)C)c1C	-10	18	2	0.2%	-3	-12%	-10	-0.2	-7
CCCCN(Cc1ccccc1)C(=O)c1cnc2n(c1=O)CCS2	-8	17	1	-2.5%	5	-4%	11	0.3	-2
O=C(CCC(=O)N1CCN(S(=O)(=O)c2ccc(Cl)cc2)CC1)NCc1ccccc1	-1	-13	0	0.1%	1	-6%	-21	-0.5	-1
Cc1cc(O)c(CN2CCN(c3ccccc3)CC2)c2oc(=O)cc(C)c12	3	-8	1	18µM*	-1	638%[activator]	7	0.3	-1
CNc1nc(NCCOC23CC4CC(CC(C4)C2)C3)nc(OCC(F)(F)F)n1	18	-2	3	1.7%	3	-12%	-8	1.1	-4
COc1ccccc1NC(=O)c1oc2ccccc2c1NC(=O)Cc1ccccc1	-3	-14	1	16%	-10	1%	14	0.0	-3
COc1cc2c(cc1OC)CN(C(=O)CSc1nnc(C)s1)CC2	7	-9	2	2.2%	-4	-4%	4	1.0	-7
CC1(C(=O)NC2CCCC2)CCC(=O)N1Cc1cccs1 (stereo not given)	10	2	1	3.1%	0	-6%	21	-0.2	-4
CCOC(=O)Cn1c(=O)oc2cc(S(=O)(=O)N3CCN(c4ccc(F)cc4)CC3)ccc21	0	6	7	-2.1%	19	0%	-19	-0.4	-3
CCOc1ccc(-n2c(C)cc(/C=N/N(C)C)c2C)cc1	1	3	1	-3.7%	2	-22%	7	0.3	2
CN(Cc1nc2ccccc2c(=O)[nH]1)C(=O)c1cccc(S(=O)(=O)N2CCCCCC2)c1	-4	4	-1	?	-2	.	4	0.1	-4
O=C(CN1C(=O)c2ccccc2C1=O)OCC(=O)c1ccc(F)cc1	-12	-12	3	0.5%	-1	.	0	-0.2	3

Source: PubChem BioAssay
